Gli-Sufu block = Gli-Sufu pathway antagonism | 340,000 tested, 0.74% active | inhibition, % at 5 µM | AID 588413 | Sufu-KO-LIGHT fibroblasts, Gli luciferase reporter luminescence;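 active = inhibition above about 55%, limit read from the data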;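 note: 0% = DMSO-treated cells and 100% = wells with medium but no cells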
MPTP inh = permeability transition pore inhibition; isolated mouse mitochondria, Ca2+ swelling absorbance, 30 min; inhibition, % at 10 µM; 360,000 tested, 1.4% active; AID 602449;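 active = inhibition of 50% or more, scaled per plate between neutral and stimulator controls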;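 note: 0% = DMSO wells given calcium and 100% = 1 mM EGTA wells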
NR3A LBD binder = modulators (binders) of human NR3A ligand-binding domain; 340,000 tested, 2.5% active; NR3A LBD differential scanning fluorimetry, Tm shift; 0% = protein alone, 100% = glycine-bound protein; AID 1259313; Tm shift relative to glycine control, % at 25 µM;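 active = melting temperature shift of at least 10% of the positive control shift, at one fixed dose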
CCR6 antag = blocks CCL20-driven beta-arrestin recruitment at human CCR6. P51684. CHO-K1 CCR6 PathHunter beta-arrestin, luminescence, CCL20-stimulated. inhibition, % at 20 µM. 340,000 tested, 0.49% active. AID 493098;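 active = compounds whose inhibition of the agonist-driven luminescence signal at 20 µM reaches about 50%, limit read from the data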;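 note: cells stimulated with CCL20 at 14 nM final; plate controls were DMSO with CCL20 for no effect and DMSO without agonist for full effect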
EBI2 antag = antagonists of human EBI2 receptor; 360,000 tested, 0.81% active; AID 651636; inhibition, % at 5 µM; EBI2 beta-arrestin recruitment, luminescence, 7a,25-OHC stimulated; P32249; in the data active = inhibition above about 38%;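 note: enzyme fragment complementation signal reports receptor beta-arrestin coupling in cells; 0% = agonist plus DMSO wells and 100% = wells without agonist; some results beyond the cut were filed as inactive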
Target sequence (P32249 whole entry, looked up, the tested form may be a part): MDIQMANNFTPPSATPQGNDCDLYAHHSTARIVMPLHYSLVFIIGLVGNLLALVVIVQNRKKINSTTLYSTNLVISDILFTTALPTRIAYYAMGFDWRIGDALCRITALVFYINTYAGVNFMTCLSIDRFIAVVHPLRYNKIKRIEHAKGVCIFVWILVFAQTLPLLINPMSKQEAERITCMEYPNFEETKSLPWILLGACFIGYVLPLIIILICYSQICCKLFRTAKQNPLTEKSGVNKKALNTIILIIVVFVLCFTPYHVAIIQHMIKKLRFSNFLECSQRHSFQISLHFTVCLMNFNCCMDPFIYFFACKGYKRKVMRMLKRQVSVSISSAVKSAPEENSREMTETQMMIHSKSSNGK
APOBEC3G inh = inhibitors of human APOBEC3G DNA deaminase; inhibition, % at 20 µM; 330,000 tested, 0.28% active; Q9HC16; recombinant A3G, ssDNA deamination FAM/TAMRA fluorescence;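 active = inhibition of at least 40% at 20 µM, with no more than 30% in the related APOBEC3A deaminase screen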;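 note: plate controls were DMSO wells with A3G for no effect and wells lacking A3G enzyme for full effect; some compounds called inactive have numbers as strong as hits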
CXCR6 inh = blocks human CXCR6 beta-arrestin recruitment. O00574. CHO-K1 PathHunter CXCR6 beta-arrestin, luminescence. inhibition, % at 20 µM. 360,000 tested, 0.36% active. AID 602244; in the data active = inhibition above about 34%, passing the limit was not always enough;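 note: antagonist mode with CXCL16 agonist at 10 nM final; 0% = 10 nM CXCL16 with DMSO and 100% = unstimulated wells without agonist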
A3A deaminase = blocks human APOBEC3A ssDNA deamination; P31941; recombinant A3A, FAM/TAMRA ssDNA deamination fluorescence; inhibition, % at 20 µM; 330,000 tested, 0.41% active; AID 493011;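 active = at least 40% inhibition at 20 µM here, with at most 30% in a related deaminase screen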;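 note: plate controls were A3A with DMSO for no effect and wells lacking A3A enzyme for full effect; some results filed as inactive read as strong as hits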
Target sequence (P31941 whole entry, looked up): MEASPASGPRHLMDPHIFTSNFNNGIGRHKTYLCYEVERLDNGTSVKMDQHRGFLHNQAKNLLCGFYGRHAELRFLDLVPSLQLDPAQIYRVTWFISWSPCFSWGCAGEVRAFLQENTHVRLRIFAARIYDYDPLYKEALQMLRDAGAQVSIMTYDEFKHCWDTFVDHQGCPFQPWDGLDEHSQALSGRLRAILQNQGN
* hit, by the source's call; / = no result given; & = joins results of further samples. Compounds as they come. Share with any hit: about 5.8%.

SMILES	Gli-Sufu block	MPTP inh	NR3A LBD binder	CCR6 antag	EBI2 antag	APOBEC3G inh	CXCR6 inh	A3A deaminase
O=C(CNS(=O)(=O)c1ccccc1)N1CCN(Cc2ccccc2)CC1	-10	2.1	3	18	4	-5	3	-4
CC(C)c1nnc(SCC(=O)N2CCc3ccccc32)n1N	-14	2.1	1	7	0	-8	3	5
C=CCNC(=O)c1cc2cccc(OC)c2oc1=O	-1	0.6	-2	6	-11	-5	5	5
O=C(NC1CCCCC1)C(c1ccccc1)N(C(=O)Cc1ccsc1)c1ccccc1 (stereo not given)	-1	3.7	-1	-4	-16	-3	-1	-2
O=C(O)CCCN1C(=O)NC2NC(=O)NC21 (stereo not given)	-5	-9.3	1	2	-6	2	-7	-14
O=C(Cc1ccc(NS(=O)(=O)c2ccc(F)cc2)cc1)NCc1ccccc1	6	-0.7	-4	-4	2	-4	-6	0
CSc1ncccc1C(=O)Nc1ccc2c(c1)OCCO2	-13	0.7	0	2	12	0	1	2
CCN1CCN(Cc2ccc(NC(=O)c3ccc(C)c(NC(=O)C[C@@H]4NC(=O)[C@H](Cc5ccccc5)NC4=O)c3)cc2C(F)(F)F)CC1	-1	-3.0&-1.7	-1	-1	0&-22	-16	-4&-7	-3
Cc1cccn2c(=O)c3cc(C(=O)NCCN4CCOCC4)c(=N)n(CCc4ccccc4)c3nc12	-8	13	1	16	9	2	13	0
CCOC(=O)Nc1ccc(S(=O)(=O)Nc2nc(C)cc(C)n2)cc1	-3	-3.5	-2	-3	1	-1	3	1
O=C(NC1CCS(=O)(=O)C1)Oc1ccccc1 (stereo not given)	2	0.3	-1	0	-3	-4	2	-4
COc1ccc(NC(=O)C(=O)NCCN2CCN(C(=O)c3cccs3)CC2)cc1	-5	-1.9	-1	-1	-7	-1	-2	1
Cc1ccc(-c2ocnc2C(=O)Nc2nc(C)cs2)cc1	-22	-0.5	-2	-6	6	-2	3	2
O=C(N/C(=N\O)c1ccccc1)Nc1ccc(Cl)cc1	-7	-0.1	23*	3	-7	-7	-3	-5
NC(=O)c1cc(S(=O)(=O)NCc2cccc(Br)c2)cs1	11	-2.6	0	2	-6	5	2	0
CC(C)C(C)(C#N)NC(=O)COC(=O)C1CCN(S(=O)(=O)c2ccc3c(c2)OCCO3)CC1 (stereo not given)	0	1.2	-1	2	-8	/	-12	/
CCN1C(=O)/C(=C2/Sc3ccc(OC)cc3N2C)SC1=Nc1ccc(OC)cc1	5	-1.8	-4	5	-3	-9	-2	-3
COc1ccc(S(=O)(=O)N2CCC(C(=O)N3CCCCC3)CC2)cc1Cl	6	0.3	-1	7	-12	-4	-9	0
CC(C)c1ccc(OCC(=O)Nc2ccccc2C(=O)N2CCOCC2)cc1	3	-0.3	0	10	-4	-13	-4	-2
Cc1ccc(NC(=O)COC(=O)CCC(=O)c2ccc(C(C)(C)C)cc2)c([N+](=O)[O-])c1	-2	4.2	2	1	-4	-2	-1	-1
O=C(Nc1cc(C(F)(F)F)ccc1N1CCOCC1)c1cccs1	6	9.2	2	-4	6	2	4	3
CC(C)CCNC(=O)c1csc2c1CCCCC2	-11	1.0	0	3	11	-9	6	-1
Cc1cccc(CNC(=O)c2ccc(NC(=O)C3=CSCCO3)cc2)c1	15	-0.3	-4	9	1	-1	-3	-3
CC12COC3(C(=O)N4CCN(c5ccccn5)CC4)CC1CCC32C (stereo not given)	11	1.3	0	5	7	-1	-5	4
CCCCCc1ccc(-c2cn(Cc3ccc4ccccc4c3)nn2)cc1	-6	-0.3	2	7	6	-9	-3	-1
Next results.
SMILES	Gli-Sufu block	MPTP inh	NR3A LBD binder	CCR6 antag	EBI2 antag	APOBEC3G inh	CXCR6 inh	A3A deaminase
CC(=O)N1CCc2cc(S(=O)(=O)CCC(=O)NCCc3ccc(Cl)cc3)ccc21	10	0.8	1	0	3	-7	-12	-6
Cc1ccc(NC(=O)CSc2nnc(-c3ccncc3)o2)cc1C	-4	-1.4	-1	-3	11	-8	-2	-3
CCn1nnc(NC(=O)c2cc3ccccc3o2)n1	-8	-1.5	1	11	-4	-7	-3	-1
CC(=O)NCCCc1nc2ccccc2n1Cc1ccccc1F	0	3.5	-1	-3	-1	2	-4	-14
CN(Cc1ccccc1)C(=O)COc1cc(Cl)ccc1Cl	5	-1.2	-2	20	6	-7	-2	-1
Cc1cc(=O)[nH]c(N/N=C/c2c(C)nn(-c3ccc(F)cc3)c2Cl)n1	/	-1.1	-1	15	11	-2	-13	5
CC(c1ccccc1)N1C(=O)c2ccc(C(=O)Nc3ccc(Br)cc3C(=O)O)cc2C1=O (stereo not given)	3	48	-2	7	-2	-11	7	-2
CC(OC(=O)c1ccc(NS(=O)(=O)c2ccc3[nH]c(=O)[nH]c3c2)cc1)C(=O)Nc1ccc(Cl)cc1 (stereo not given)	38	0.6	15*	12	-3	-7	-2	0
CCOc1ccc(Nc2cc(=O)oc3ccccc23)cc1	-10	0.1	-19	12	-5	5	5	0
CCc1nnc(NS(=O)(=O)c2ccc(NC(=S)Nc3ccc(F)cc3)cc2)s1	-4	0.1	-2	1	-3	-5	8	-2
COc1ccc2nc(SCCN(C)C)[nH]c2c1	-6	0.8	-1	-5	3	-1	-8	3
COc1ccc(S(=O)(=O)NC(C)C(=O)NCc2ccco2)cc1OC (stereo not given)	1	1.5	-2	-9	-3	-11	-6	-1
CCOC(=O)c1nonc1NC(C)=O	0	0.9	1	0	16	-4	1	-4
NC(=O)c1ccc(C(F)(F)F)n(Cc2c(Cl)cccc2Cl)c1=O	14	0.2	-10	-6	0	11	-11	-3
CCOC(=O)Cc1csc(NC(=S)NC(=O)c2cc(OC)c(OC)c(OC)c2)n1	5	2.2	-1	15	14	-5	12	0
Cc1ccc(Cl)cc1N1CCN(C(=O)CCCn2c(=O)c3cccn3c3cccnc32)CC1	8	0.2	-4	12	10	2	15	-1
Cc1cc(C(=O)CSc2nnc(-c3ccco3)o2)c(C)n1-c1ccc2c(c1)OCCO2	-5	26	-1	-5	-5	-5	-2	-5
CCCCOc1ccc(CSC(CC(=O)O)C(=O)O)cc1 (stereo not given)	3	1.8	4	4	0	-9	-5	-5
CNS(=O)(=O)c1cccc(C(=O)OC2CCCCC2=O)c1 (stereo not given)	5	-2.6	2	-7	-1	14	-16	2
O=C(Oc1ccc(-c2ccccc2)cc1)N1CCCCC1	-79	2.1	2	15	11	-6	3	-1
CCN(CC)CCNc1ccnc2cc(Cl)ccc12	10	14	0	-7	7	-7	1	2
NC(=O)c1ccsc1NC(=O)C1CCCN1S(=O)(=O)c1ccc(Cl)cc1 (stereo not given)	9	2.7	-1	0	-1	1	-5	3
COC(=O)CSc1nnc(-c2ccncc2)n1N	28	2.1	1	-19	0	-8	4	-3
COc1cccc(C2CC(c3ccc(F)cc3)Nc3nc(N)nn32)c1 (stereo not given)	-19	-3.5	0	-8	6	-3	-10	-5
CN1C(=O)C(C)(C)c2cc(S(=O)(=O)N3CCC(C(=O)NCc4ccccc4Cl)CC3)ccc21	-1	-0.6	-1	8	6	-3	4	0
Additional entries follow.
SMILES	Gli-Sufu block	MPTP inh	NR3A LBD binder	CCR6 antag	EBI2 antag	APOBEC3G inh	CXCR6 inh	A3A deaminase
COc1cc(S(=O)(=O)Nc2ccccc2)ccc1NC=O	0	0.2	2	-5	-5	-8	8	5
O=C1OC(Oc2ccccc2)(c2ccccc2)c2ccccc21 (stereo not given)	-4	-1.3	0	18	4	-6	8	-3
COc1cc(C(=O)NCCOc2cccc(C)c2)c(Br)c(OC)c1OC	20	0.7	2	0	-6	3	-9	0
Cc1ccc(C)c(N(CC(=O)NC2CCCC2)S(=O)(=O)c2ccccc2)c1	-15	-2.7	0	4	-29	-6	5	0
O=C(/C=C/c1ccc(Br)cc1)c1ccc(NC2=NCCCS2)cc1	45	18	-7	21	78*	-8	5	-4
O=C(COC(=O)c1ccc(S(=O)(=O)N2CCCC2)cc1)Nc1cccnc1Cl	-6	1.2	-1	2	2	-2	8	23
CCOC(=O)Cn1cnc2scc(-c3ccccc3)c2c1=O	7	0.4	-2	19	4	6	0	-2
COC(=O)c1cc(S(=O)(=O)Nc2ccc(C)cn2)c[nH]1	-1	-0.9	3	10	-8	-6	8	-7
O=C(CNC(=O)c1ccc(Br)o1)Nc1ccncc1	-3	-0.7	/	-3	6	-13	-1	-2
CCOc1ccc(CCNC(=O)c2nnn(CC(=O)Nc3ccc(OC)c(OC)c3)c2N)cc1OCC	7	-1.8	8	-36	-11	-1	-3	-4
CCCCCCCCCC[n+]1cccc(C(=O)N(CC)CC)c1	10	-0.1	-1	-3	10	-4	5	-3
CCCCCCCc1nc2c(=O)n(C)c3ccccc3c2o1	6	6.1	0	10	2	-2	-5	0
CCN(CC)C(=O)C(=O)Nc1cccc(Br)c1	-23	1.8	-1	16	-19	-6	-13	-5
C=CCNC(=O)CN1N=C(c2ccc(C)cc2)CCC1=O	-6	-1.7	-7	9	-1	-5	-1	-1

Assay outcomes deposited in PubChem BioAssay by Sanford-Burnham Center for Chemical Genomics.
